CASP6 VEID inh: human caspase-6 inhibitors, primary screen, biochemical, VEID-R110 fluorescence, single point, set 2. P55212. purified caspase-6, Z-VEID-R110 cleavage fluorescence. inhibition, % at 12.5 µM. actives 0.53% (n = 350,000);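 active = mean inhibition across replicates at least about 35%, with every replicate also reaching that limit, limit read from the data; inconclusive = only one of the two criteria met; inactive = neither criterion met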;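 note: 0% = median of neutral control wells and 100% = no fluorescence left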
Target sequence (P55212 24-179 limits assumed): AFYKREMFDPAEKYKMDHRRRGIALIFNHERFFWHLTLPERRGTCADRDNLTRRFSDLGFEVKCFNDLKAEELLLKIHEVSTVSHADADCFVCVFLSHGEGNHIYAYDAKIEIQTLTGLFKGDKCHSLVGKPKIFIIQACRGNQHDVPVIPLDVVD
Target sequence (P55212 194-293 limits assumed): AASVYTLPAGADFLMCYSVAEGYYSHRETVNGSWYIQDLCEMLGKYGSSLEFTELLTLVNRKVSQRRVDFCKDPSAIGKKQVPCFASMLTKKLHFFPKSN
PGC1a acetyl inh: inhibitors of PGC1a acetylation signal, primary screen, cell-based, U2OS, AlphaScreen, inhibitor mode | AlphaScreen anti-acetyl-lysine; with virally co-expressed GCN5 acetyltransferase | inhibition, % at 15.6 µM | actives 0.17% (n = 350,000) | AID 651687, 2012;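 active = every replicate shows inhibition of at least 40%; inconclusive = mean inhibition at least 40% but some replicate below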;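 note: 0% = neutral control wells and 100% = positive control wells; some results beyond the cut were filed as inactive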
Cneo AK release: Cryptococcus neoformans cell lysis inducers, primary screen, AK release luminescence, single concentration | lysis activity, % at 15 µM | actives 0.2% (n = 360,000) | AID 651654, 2012 | C. neoformans lysis, adenylate kinase release luminescence, 4 h; normalised: neutral wells 0, clomiphene wells 100;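 active = mean lysis activity across replicates of at least 80%, whatever share of replicates individually reach that level; inactive = mean lysis activity below 80%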
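Assay system: C. neoformans cells. Amount: yeast cell density of 5 × 10^6 cells/mL. Technique: AK luminescence. Buffer or medium: YPD. Times: static 4 h at 37 °C with compound, 1 h detection. Dosing: single-point compound dose. Read-out: lysis from increased AK signal.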
PAX8 reporter: inhibitors of PAX8-driven TPO luciferase reporter, primary screen, RMG-I cells, single concentration; SteadyGlo, 24 h; inhibition, % at 12.6 µM; actives 1.2% (n = 360,000);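 active = mean replicate inhibition at least 60% with every replicate also reaching 60%; inconclusive = only one of the two criteria is met; inactive = mean below 60% and not all replicates reaching 60%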;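 note: luciferase light reporting Pax8 driven TPO promoter activity; plate controls were median of neutral control wells for no effect and mitoxantrone controls for full effect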
FN deposition inh: inhibitors of fibronectin matrix deposition, primary screen, AH1F cells, Alexa488-fibronectin fluorescence, plate reader; AH1F fibroblasts, overnight; inhibition, % at 12.6 µM; actives 0.086% (n = 350,000); AID 743247, 2014;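 active = mean inhibition across replicates of 30% or more, regardless of how many single replicates reach that level; inconclusive = mean under 30% yet at least half of replicates reach 30%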;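 note: positive control wells lacked labelled fibronectin entirely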
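Material – AH1F fibroblast monolayer, labelled fibronectin deposition · Reagent – labelled fibronectin 24 nM · Timing – 1 h adhesion, overnight exposure · Measured by – fluorescence at 485 nm excitation, 525 nm emission · Read-out – inhibition of fibronectin deposition signal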
EWS-Fli inh: EWS/Fli-driven NR0B1 reporter inhibitors, primary screen, A673 cells, NR0B1 luciferase, luminescence, MLPCN library; AID 651661, 2012; actives 0.67% (n = 350,000); inhibition, % at 12.6 µM; viability-normalised;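 active = mean inhibition of at least 50% after viability correction, with every replicate also passing that limit; inconclusive = mean reaches 50% but only one of two replicates passes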;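 note: firefly luciferase signal divided by Alamar Blue viability fluorescence both relative to DMSO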
miR-122 sensor: miR-122 Renilla sensor signal increase in Huh7, primary screen, miR-122 inhibitor project, cell-based, single point, plate reader. Huh7 miR-122 Renilla luciferase sensor, 48 h; neutral wells = 0, positive control = 100. activation (reporter increase), % at 12.5 µM. actives 0.3% (n = 340,000). AID 602342, 2012;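 active = mean replicate activation score at least 90 and every replicate individually at or above 90; inconclusive = only one of the two criteria met; inactive = neither criterion met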;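 note: higher luciferase means less miR-122 activity so hits act as miR-122 inhibitors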
LGR2 antag: inhibitors of bursicon-induced LGR2 CRE-luciferase signal, primary screen, cell-based, HEK293, CRE-luciferase reporter, bursicon stimulation; Drosophila bursicon receptor LGR2 (rickets); bursicon-stimulated, 4 h; inhibition, % at 9.99 µM; actives 0.35% (n = 380,000); AID 720647, 2013;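 active = drop in luminescence signal, shown as inhibition above about 50% in the replicate tests, limit read from the data, passing the limit was not always enough; inconclusive = probably only some replicates passing the limit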;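 note: agonist challenge used bursicon conditioned medium at about half maximal strength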
Numbers without * were called inactive; ? = inconclusive; / = no result given; [ ] = dose if it differs, or a comment. The order is random; overall some 2.5% were active at least once.

Values run as follows: CASP6 VEID inh	PGC1a acetyl inh	Cneo AK release	PAX8 reporter	FN deposition inh	EWS-Fli inh	miR-122 sensor	LGR2 antag
COC(=O)c1ccccc1-c1ccc(C=O)o1
  0.9	-6.8	/	1.2	4.3	-1.5	-8.9	-3.5
C=CCn1c(Cc2cccs2)nnc1SCC(=O)Nc1cccc(OC)c1
  /	-3.1	-0.4	4.2	-4.7	/	-4.9	/
COc1ccc(C(=O)NNC(=O)C(=O)Nc2ccc(C)cc2)cc1
  0.2	-5.4	2.7	-20.8	-1.1	1.4	1.5	-5.1
O=C(OC(C(=O)Nc1ccc([N+](=O)[O-])cc1Br)c1ccccc1)c1ccccc1 (centres undefined)
  -2.2	4.4	/	12.2	-2.9	3.2	-0.5	16.7
COc1cc(/C=C2\C(=O)NN(c3ccc(C)cc3)C2=O)cc([N+](=O)[O-])c1O
  21.2	-0.7	/	-4.4	-5.8	-3.2	/	13.2
COC(=O)c1ccc(CC(=O)c2nc3ccccc3s2)cc1
  /	/	0.4	-11.7	0.0	/	-12.1	-49.2
CCC(=O)N1CC[C@@H]2[C@@H](CO)Nc3ccc(-c4cccc(C#N)c4)cc3[C@@H]21
  /	0.0	-8.1	-1.4	-3.7	10.1	4.9[16.7 µM]	1.1
Cc1ccc(S(=O)(=O)Nc2ccc3c(c2)C(=O)N([C@@H](C)CO)C[C@H](C)[C@H](CN(C)S(=O)(=O)c2cccs2)OCCCC[C@H](C)O3)cc1
  -0.5	-7.7	1.1	49.2	7.4	11.5	-3.9[16.7 µM]	21.9
COc1ccc(-c2nnnn2C(C)C)cc1S(=O)(=O)Nc1ccccc1
  -1.6	8.3	0.9	-1.9	-7.8	0.2	19.6	12.1
CC(=O)N1CCc2cc(S(=O)(=O)CCC(=O)Nc3ccc4c(c3)OCCO4)ccc21
  /	-0.4	-1.6	-5.3	-0.4	/	-0.3	/
Cc1ccc(NC(=O)c2cccc(C(=O)OC(C)C)n2)c(Br)c1
  1.9	/	/	-1.9	2.3	-1.4	/	-18.2
CCOC(=O)C1CCCN(C(c2ccccn2)c2c(C)[nH]c3ccccc23)C1 (centres undefined)
  -3.6	/	/	22.9	24.3	12.8	/	/
Cc1ccc(-c2csc(NC(=S)NC(=O)/C=C/c3ccco3)n2)cc1
  /	4.4	1.3	/	0.7	/	3.9	/
COc1ccc(-n2cc(-c3ccccc3)[nH]c2=S)c(OC)c1
  0.6	-5.5	1.9	4.3	/	36.4	34.7	-16.8
O=C(Nc1cccnc1N1CCOCC1)c1cccs1
  -0.5	-4.4	-1.5	-5.4	6.8	-0.9	-4.0	10.6
COc1ccc(S(=O)(=O)Nc2ccc3c(c2)CC(=O)N([C@H](C)CO)C[C@@H](C)[C@H](CN(C)Cc2ccc(Cl)c(Cl)c2)O3)cc1
  0.7	2.8	57.2	2.1	/	-15.9	-23.6[16.7 µM]	19.1
Cc1ccc(CC(=O)Nc2ccccc2-c2ccccc2)cc1C
  /	-15.7	-3.1	-13.2	-0.2	/	3.4	8.5
CC(C)(C)NC(=O)C(Cc1ccccc1)NS(=O)(=O)c1ccc2c(c1)CCC(=O)N2 (centres undefined)
  /	-11.7	-1.6	/	0.1	/	-3.4	-6.1
Cc1ccc(S(=O)(=O)Cc2ccc(C(=O)N3CCCC3)o2)cc1
  3.0	3.9	-1.3	10.9	5.4	0.7	-3.9	-11.6
C[C@@H]1CN([C@@H](C)CO)C(=O)c2cc(C#CC3CC3)cnc2O[C@H]1CN(C)C(=O)c1ccccc1
  -2.3	31.5	5.2	/	/	8.7	0.0[16.7 µM]	-17.4
COc1cccc(-c2ccc([C@H]3[C@H](CO)N4CCCCN(CC5CCOCC5)C[C@@H]34)cc2)c1
  -0.4	-5.2	0.2	-34.3	/	-11.5	29.1[16.7 µM]	/
COc1cccc(C#Cc2cnc3c(c2)C(=O)N([C@H](C)CO)C[C@@H](C)[C@@H](CN(C)C)O3)c1
  5.8	-9.1	0.8	-27.9	0.0	-12.4	-2.9[16.7 µM]	11.3
COc1ccc(-c2csc(Nc3ncccn3)n2)cc1C
  -2.6	0.6	-1.1	-99.5	-0.1	-98.4	4.2	11.7
Cc1cc(=O)[nH]c2c1cnn2Cc1ccccc1
  /	39.3	1.5	/	/	/	-2.7	10.8
Cc1cccc(NC(=O)CSc2nc3ccccc3nc2N2CC(C)OC(C)C2)c1 (centres undefined)
  -1.7	-3.2	0.1	13.5	-3.2	21.3	1.8	4.8
CCc1ccc(N(C(=O)c2snc(C(N)=O)c2N)C(C(=O)NCCC(C)C)c2c[nH]c3ccccc23)cc1 (centres undefined)
  /	0.5	-0.2	19.0	-1.7	/	-3.7	/
Oc1c(Cl)cc(CN2CCOCC2)c2cccnc12
  -2.8	?	3.4	103.0*	/	36.9	-21.4	22.8
CCOc1cc(C2NC(=O)NC(C)=C2C(=O)OCc2ccccc2)ccc1O (centres undefined)
  4.2	/	/	/	/	2.0	-4.2	-2.8
COC(=O)c1nn(-c2ccc(OC)cc2)c(=O)cc1Oc1ccccc1
  /	1.4	2.4	/	5.6	/	-2.7	/
CCOc1ccc(N(CC(=O)Nc2ccc(F)c(F)c2)S(=O)(=O)c2c(C)noc2C)cc1
  -1.6	-20.0	-1.6	31.0	9.4	9.6	0.9	0.3
O=C(c1cccc(-n2cccc2)c1)N1CCN(S(=O)(=O)c2c(F)cccc2F)CC1
  -26.7	11.7	5.9	-1.1	-3.2	3.4	-3.2	-3.9
CCOc1ccccc1NC(=O)C1COc2ccccc2O1 (centres undefined)
  1.9	-11.5	1.0	37.3	7.6	-10.5	18.4	-17.4
N#Cc1cccc(NC(=O)CN2C(=O)NC3(CCCCCC3)C2=O)c1
  2.6	8.0	-1.2	-9.3	-0.8	9.6	0.7	-5.2
COc1ccc(C(=O)NC(C)Cc2cnccn2)cc1OC1CCN(C(C)C)CC1 (centres undefined)
  -10.5	/	0.0	8.3	6.5	8.9	/	8.4
O=C(NC(=S)Nc1ccc(O)cc1)C1CCCC1
  3.8	3.8	-1.5	-26.1	5.7	2.4	-10.9	-13.8
CO[C@@H]1CN(C)C(=O)c2cc(NC(=O)C3CC3)ccc2OC[C@H](C)N(C(=O)NC(C)C)C[C@@H]1C
  1.8	-6.0	-2.8	5.3	-20.9	-0.6	/	10.7
Nc1n[nH]c(=S)n1/N=C1/C(=O)Nc2ccccc21
  4.0	15.2	/	24.3	/	3.6	/	-1.3
O=C(NCC(c1ccco1)N1CCN(c2ccccc2F)CC1)C(=O)NC1CCCC1 (centres undefined)
  0.6	/	-0.8	-8.5	4.4	-2.0	/	-2.4
CCOC(=O)C1(CCCc2ccccc2)CCN(Cc2ccn[nH]2)CC1
  -2.1	/	-5.3	2.1	-1.9	13.3	/	5.2
COc1cccc(C(=O)Nc2ccc3c(c2)C(=O)N(C)[C@@H]2CC[C@@H](CC(=O)NCC4CC4)O[C@H]2CO3)c1
  -1.4	-1.9	-5.7	-14.7	-0.8	6.4	-4.0[16.7 µM]	2.5
CCn1ncc(C2=NOC(C(=O)NCCc3ccccc3)C2)c1C (centres undefined)
  /	2.7	0.6	/	10.4	/	-2.8	/
CCn1ccnc1CN(C)C(=O)C1CCC(=O)N(Cc2cccc(F)c2)C1 (centres undefined)
  -3.0	-2.0	-1.1	-3.1	9.0	/	1.7	1.5
COc1ccc(-n2cc(-c3ccccc3)c3c(NN4CCOCC4)ncnc32)cc1
  19.3	1.7	1.7	8.1	19.6	-11.9	3.1	-0.5
Cc1ccc(S(=O)(=O)N(C)/N=C/c2ccc(N(C)C)cc2)cc1
  -3.1	-1.2	0.4	-25.1	0.9	2.4	0.6	-12.2
Cc1ccc2c(c1)C(c1ccccc1)N(C(=O)C(C)C)CC(=O)N2 (centres undefined)
  -0.3	-8.4	-0.1	18.7	4.6	-6.9	-0.5	-14.3
C=CCSc1nnc(NC(=O)C2CC(=O)N(Cc3ccc(C)cc3)C2)s1 (centres undefined)
  13.5	/	-5.6	-2.1	2.1	-0.4	/	-2.2
COc1ccc(NC(=O)COc2cccc(C(F)(F)F)c2)cn1
  2.9	/	-2.0	-7.0	-7.2	-3.8	-2.3	-0.8
Cc1ccc(OCCNC(=O)c2ccccc2SCC(=O)N2CCCC2)cc1
  -182.9	-20.2	1.7	-0.8	-3.0	-2.0	-1.9	-3.8
CN1C(=O)c2cc(NC(=O)NC3CCCC3)ccc2OC[C@@H]2O[C@H](CC(=O)O)CC[C@@H]21
  -1.5	-2.9	4.9	-5.1	-1.1	2.5	10.0[16.7 µM]	-14.4
CCOC(=O)C1CCCN(C(=O)c2cc(Cl)ccc2Cl)C1 (centres undefined)
  /	-6.3	2.7	/	/	/	1.6	6.0
C=CCN1C(=O)c2ccc(C(=O)N3CCC(C(N)=O)CC3)cc2C1=O
  -1.7	2.1	0.8	0.5	/	-2.4	5.9	-11.6
CO[C@@H]1CN(C)C(=O)c2cc(NC(=O)c3cc(C)on3)ccc2OC[C@@H](C)N(S(=O)(=O)c2ccccc2)C[C@H]1C
  -1.0	-4.0	-2.8	-6.4	/	0.2	/	/
CC(=O)Cc1nsc(NC(=O)c2ccc(Cl)cc2Cl)n1
  -1.7	1.9	/	-37.0	/	-19.6	/	-10.4
COc1ccc2oc3cc(Cl)ccc3c(=O)c2c1
  -1.1	5.2	-0.6	-43.7	-16.5	-116.8	1.0	14.4
COc1ccccc1NC(=O)N[C@@H]1CC[C@@H](CCNC(=O)c2ccc3c(c2)OCO3)O[C@H]1CO
  -2.1	-3.7	19.4	-15.3	-3.2	-14.5	-0.3[16.7 µM]	-3.8
COc1cccc(N2C(=O)N(c3ccccc3)C3CS(=O)(=O)CC32)c1 (centres undefined)
  /	21.8	2.7	/	-1.9	/	0.1	/

Screens deposited in PubChem BioAssay by Broad Institute.
